Y pestis TopoI: Yersinia pestis topoisomerase I inhibitors, primary screen, biochemical, cleavage product accumulation, plate reader, single point; 360,000 compounds, 0.064% hits; Y. pestis Topo-I cleavage product accumulation; AID 504884, 2011; activity, % at 10 µM; DNA topoisomerase I (Yersinia pestis CO92); in the data active means activity above about 50%, passing the limit was not always enough; further: inactives centre near 2
MazEF act: activators of E. coli MazEF toxin-antitoxin RNase, primary screen, biochemical, fluorescence, uHTS. Endoribonuclease toxin MazF (Escherichia coli (strain K12)), P0AE70. FAM/BHQ RNA-DNA oligo cleavage fluorescence, 5 h. activation, % at 20 µM. 350,000 compounds, 0.32% hits. AID 504720, 2011; in the data active means activation above about 50%
Target sequence (P0AE70 whole entry, looked up): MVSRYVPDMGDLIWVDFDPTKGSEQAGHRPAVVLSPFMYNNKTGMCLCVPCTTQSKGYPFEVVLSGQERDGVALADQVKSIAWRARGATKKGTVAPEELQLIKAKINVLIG
CCHF vOTU inh: CCHFV vOTU protease inhibitors, primary screen, biochemical, Pep-AMC substrate, fluorescence. Crimean-Congo hemorrhagic fever virus L polyprotein viral ovarian tumor (vOTU) protease …. 370,000 compounds, 0.55% hits. inhibition, % at 11.5 µM. AID 651958, 2012; in the data active means inhibition above about 30%; further: 0% = vehicle wells with enzyme and 100% = no enzyme wells
3CLpro inhibitor: SARS-CoV 3CLpro protease inhibitors, primary screen, biochemical, quenched FRET; inhibition, % at 6 µM; Replicase polyprotein 1ab (Severe acute respiratory syndrome coronavirus), P0C6X7; AID 1706, 2009; 290,000 compounds, 0.14% hits; recombinant SARS-CoV 3CLpro, quenched FRET peptide cleavage; in the data active means inhibition above about 12%
Vc quorum ag: inducers of Vibrio cholerae quorum light production without autoinducers, primary screen, BH1578 luxS cqsA deficient, single point. V. cholerae BH1578 lux reporter, luminescence, 6 h. activation, % at 18.7 µM. 350,000 compounds, 0.16% hits. AID 588436, 2011; in the data active means activation mostly above about 9.7%, no sharp cut-off; further: not every result past the cut was called active; inactives centre near 0; reference of the scale not given here
SSB-PriA inh: inhibitors of Klebsiella pneumoniae PriA binding to SSB C-terminal tail, primary screen, biochemical, AlphaScreen | 430,000 compounds, 0.6% hits | AlphaScreen SSBct-PriA binding, biotinylated peptide | PriA–SSB C-terminal tail interaction (Klebsiella pneumoniae) | inhibition, % at 33 µM | AID 1272365, 2023; in the data active means inhibition mostly above about 37%, no sharp cut-off; inactive means mostly below about 20%;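 further: plate controls were negative control peptide for no effect and reference peptide for full effect; strong numbers were not always called active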
TcdB inh: TcdB glycohydrolase inhibitors, primary screen, biochemical, single point, plate reader. TcdB glycohydrolase enzymatic assay. Toxin B (Clostridioides difficile), P18177. inhibition, % at 9.99 µM. AID 652162, 2013. 350,000 compounds, 0.24% hits; in the data active means inhibition above about 10%
Rv3671c inh: Rv3671c serine protease inhibitors, primary screen, biochemical, fluorescence polarization, M. tuberculosis H37Rv; P9WHR9; inhibition, % at 5.96 µM; 320,000 compounds, 0.048% hits; AID 2606, 2010; in the data active means inhibition above about 38%;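 further: extracellular domain of Rv3671c used as enzyme; 0% = enzyme with DMSO and 100% = no enzyme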
Target sequence (P9WHR9 whole entry, looked up, the tested form may be a part): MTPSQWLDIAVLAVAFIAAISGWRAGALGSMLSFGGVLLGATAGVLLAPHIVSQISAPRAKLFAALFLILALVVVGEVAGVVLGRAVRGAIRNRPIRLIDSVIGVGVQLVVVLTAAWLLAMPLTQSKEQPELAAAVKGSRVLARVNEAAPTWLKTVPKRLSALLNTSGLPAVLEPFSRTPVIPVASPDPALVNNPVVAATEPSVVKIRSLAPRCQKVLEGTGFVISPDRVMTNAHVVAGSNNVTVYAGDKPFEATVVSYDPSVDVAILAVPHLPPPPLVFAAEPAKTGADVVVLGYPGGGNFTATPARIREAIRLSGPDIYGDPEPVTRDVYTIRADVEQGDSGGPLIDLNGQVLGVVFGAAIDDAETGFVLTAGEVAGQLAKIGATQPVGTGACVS
PrPC TRFRET: inhibitors of human cell surface prion protein PrPC, primary screen, cell-based, TR-FRET; TR-FRET read-out; Major prion protein (Homo sapiens), P04156; 370,000 compounds, 0.43% hits; AID 720596, 2013; inhibition, % at 13.8 µM; in the data active means inhibition above about 24%; further: 0% = median of the test wells and 100% = reference compound wells
DUSP3 inh: VHR1 phosphatase inhibitors, primary screen, biochemical, absorbance, uHTS. Dual specificity protein phosphatase 3 (Homo sapiens), P51452. recombinant VHR phosphatase, pNPP absorbance. inhibition, % at 13.3 µM. 290,000 compounds, 0.52% hits; in the data active means inhibition above about 50%; further: some compounds called inactive have numbers as strong as hits
Target sequence (P51452 whole entry, looked up): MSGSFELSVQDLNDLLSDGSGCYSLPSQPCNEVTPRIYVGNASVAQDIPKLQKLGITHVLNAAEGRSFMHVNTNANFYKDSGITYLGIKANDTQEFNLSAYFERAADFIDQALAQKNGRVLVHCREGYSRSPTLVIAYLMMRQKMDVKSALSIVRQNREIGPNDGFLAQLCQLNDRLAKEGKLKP
* marks the source's active call; other numbers are inactive results; i = inactive; . = no result given; & = joins results of further samples. These rows are one share of the data (hit frequency here may not be typical).

SMILES	Y pestis TopoI	MazEF act	CCHF vOTU inh	3CLpro inhibitor	Vc quorum ag	SSB-PriA inh	TcdB inh	Rv3671c inh	PrPC TRFRET	DUSP3 inh
CNC(=O)c1cc(C(=O)c2ccc(F)cc2Cl)c[nH]1	3	12	-1	-3	i	-8	0.5	-9	11	10
O=C(CCn1c2c(c3ccccc31)CCCC2)NNC(=O)c1ccccc1C(=O)O	1	10	.	7	0.0	6	.	11	.	8
Cc1ccc(S(=O)(=O)N2CCC(C(=O)N/N=C/c3ccccc3[N+](=O)[O-])CC2)cc1	18	6	-16	2	-0.3	.	.	0	-21	-5
COC(=O)c1sccc1N(C)S(C)(=O)=O	0	-16	10	-4	-0.2	-7	-0.1	-5	-1	-2
OC(c1ccc(Cl)c(F)c1)c1ncc(-c2cccc(C(F)(F)F)c2)[nH]1 (configuration not stated)	-16	.	36*	.	0.4	.	-9.8	.	15	.
Cc1cc(N2CCOCC2)nc(SCc2ccc(Cl)cc2Cl)n1	-1	2	14	-3	2.8	-29	.	3	5	29
CCN(CC)S(=O)(=O)c1cccc(C(=O)NC(C(=O)Nc2nnc(C)s2)C(C)C)c1 (configuration not stated)	-2	8	-1	2	1.1	-12	.	-4	5	23
Cc1nn(-c2ccccc2)c(C)c1/C=N/NC(=O)c1cc(O)cc(O)c1	1	4	13	1	-0.7	.	0.9	-7	3	32
COc1ccc(-c2cc(CNc3nc4cc(-c5ccccc5C)sc4c(=O)n3C)on2)cc1	5	.	15	.	0.1	.	0.8	.	5	.
CSc1ncccc1C(=O)NCCc1ccc(S(N)(=O)=O)cc1	-9	-1	8	-1	-4.0	-7	1.3	5	0	21
Cc1nc(/N=C(\N)NC(=O)NC2CCCCC2)nc2ccccc12	-3	11	6	-2	0.3	.	1.8	-7	28*	17
COc1cc2c(cc1OC)C(C(C)C)=NC(C)(C)C2	1	-11	-142	-3	i	-4	.	0	-2	9
Cc1ccc(/C=N/N(C)C2=NS(=O)(=O)c3ccccc32)cc1	12	-2	5	-7	-0.4	.	-5.0	0	8	83
COc1ccc(C(=O)OCC(=O)NC23CC4CC(CC(C4)C2)C3)c(OC)c1OC	20	-1	-2	.	0.7	1	5.1	-6	-6	.
CCN1C(=O)[C@H]2[C@@H](c3ccc(C)cc3)N[C@]3(CCCN(Cc4ccccc4)C3=O)[C@H]2C1=O	-2	3	5	.	i	.	-8.1	.	8	.
COCc1cc(C)nc(SCC(=O)Nc2ccc3[nH]c(=O)[nH]c3c2)c1C#N	3	3	-3	2	-0.3	1	0.4	8	7	19
Cn1c(SCc2nc3cc(C(=O)O)ccc3c(=O)[nH]2)nnc1C(F)(F)F	5	2	1	3	-0.8	0	-0.2	9	10	-3
c1cc2c(cc1-c1csc(NNC3=NCCCCC3)n1)OCCO2	.	2	6	-3	.	-12	1.5	-6	2	22
Cc1ccc(/C=C/C(=O)O)cc1S(=O)(=O)Nc1ccc2c(c1)OCO2	3	-16	4	-2	-0.3	1	4.9	10	4	0
CCCCCCNS(=O)(=O)c1ccc(Cl)s1	11	1	18	7	-0.7	-63	.	-5	-1	-8
COc1cccc(NC(=O)CN2C(=O)NC3(CCc4ccccc43)C2=O)c1 (configuration not stated)	-6	4	12	.	-0.5	-8	1.6	3	7	.
Clc1ccc2nc3c4ccccc4cnn3c2c1	1	-19	1	2	-0.5	-2	1.4	-15	5	7
Cc1ccc(S(=O)(=O)NCC(=O)N/N=C/c2ccc(Cl)cc2)cc1	12	-7	2	6	-0.1	.	.	6	-9	-1
CN1CCN(S(=O)(=O)c2ccc(Oc3cccc(C(F)(F)F)c3)nc2)CC1	5	0	-4	.	i	2	1.0	-1	5	.
O=C(NNC(=O)c1ccccc1C(=O)O)c1ccc(S(=O)(=O)N2CCCCC2)cc1	3	2	-12	0	-0.3	-15	0.4	.	-3	21
O=C(Nc1ccnn1C1CCN(CC2CC=CCC2)CC1)c1ccccc1Cl (configuration not stated)	-9	1	16	3	-0.4	13	-1.1	-1	-6	-10
COc1cc(OC)cc(C(=O)NNC(=O)CCNS(=O)(=O)c2ccc(Br)cc2)c1	-3	2	-7	.	-0.5	-5	1.4	-3	-4	.
CC(NC(=S)Nc1c(Br)cccc1OC(F)F)C(C)(C)C (configuration not stated)	-3	-1	8	2	i	-23	.	-10	7	6
O=C(CSC1=NCCS1)Nc1nc2c(s1)CCCC2	16	6	14	-5	i	1	.	4	7	6
O=C(COC(=O)CSc1cc(Cl)ccc1Cl)Nc1ncc(C(F)(F)F)cc1Cl	-5	-8	7	5	-0.1	-16	0.5	-6	2	13
CCn1c(SCC(N)=O)nnc1-c1ccc(S(=O)(=O)N2CCN(C)CC2)cc1	-3	-5	-3	0	-0.2	-25	.	-10	2	-4
Cc1cnc(NC(=O)c2ccc3ncsc3c2)s1	-3	-5	-8	.	-3.5	-12	2.4	.	-4	.
CN(C)c1ccc(-c2ccnc3c2CC(C)(C(=O)Nc2cccc(N(C)C)c2)O3)cc1 (configuration not stated)	-5	.	-10	.	-0.3	.	-0.6	.	5	.
CCCCN(C(=O)C1CCC1)c1c(N)n(Cc2ccccc2)c(=O)[nH]c1=O	3	0	12	.	i	3	-0.7	-8	-1	.
O=C(Nc1ccc(SC(F)F)cc1)C1=COCCO1	1	3	-11	1	-8.3	-4	1.3	1	-5	13
CC(Cc1cccs1)N(Cc1ccc(Cl)cc1)C(=O)c1ccncc1 (configuration not stated)	28	4	-14	0	0.9	-2	3.1	-7	0	.

Whole records, looked up by structure. Screens in order: Y pestis TopoI, MazEF act, CCHF vOTU inh, 3CLpro inhibitor, Vc quorum ag, SSB-PriA inh, TcdB inh, Rv3671c inh, PrPC TRFRET, DUSP3 inh
Shown for CCN1C(=O)[C@H]2[C@@H](c3ccc(C)cc3)N[C@]3(CCCN(Cc4ccccc4)C3=O)[C@H]2C1=O = -2, 3, 5, ., i, ., -8.1, ., 8, .
Shown for Cc1ccc(S(=O)(=O)NCC(=O)N/N=C/c2ccc(Cl)cc2)cc1 = 12, -7, 2, 6, -0.1, ., ., 6, -9, -1
Shown for COc1cccc(NC(=O)CN2C(=O)NC3(CCc4ccccc43)C2=O)c1 (configuration not stated) = -6, 4, 12, ., -0.5, -8, 1.6, 3, 7, .
Shown for COC(=O)c1sccc1N(C)S(C)(=O)=O = 0, -16, 10, -4, -0.2, -7, -0.1, -5, -1, -2

(further entries)
SMILES	Y pestis TopoI	MazEF act	CCHF vOTU inh	3CLpro inhibitor	Vc quorum ag	SSB-PriA inh	TcdB inh	Rv3671c inh	PrPC TRFRET	DUSP3 inh
C=CCN(c1ccccc1OC)S(=O)(=O)c1cccc(C(=O)OCC(=O)N2CCOCC2)c1	13	5	6	.	-0.5	1	-1.1	1	-8	.
CCOc1cc(C(=O)NCc2nnc(SCC(=O)OC)n2C)cc(OCC)c1OCC	0	-2	3	5	-0.3	-3&-1	.	1	5	-11
O=C(Nc1ccc(-c2nnc3n2CCCCC3)cc1)c1ccco1	0	1	4	-4	-0.1	-21	0.9	5	5	4
Cc1ccc2scc(CN3CCCC3)c2c1	1	-2	-6	.	0.6	-5	-3.3	4	0	.
O=[N+]([O-])c1ccccc1N=Nc1ccc(O)cc1O	-12	0	10	.	-0.2	7	1.0	.	-9	.
COc1ccc(NC(=S)N(CCCN2CCCCCC2)Cc2cccs2)cc1	-2	-10	-7	0	-0.4	7	1.7	-5	-1	-8
Cc1cc(=O)cc(C)n1-c1ccc(Br)cc1	-3	-15	-7	6	-1.4	-11	1.0	-8	2	16
COc1ccc(NC(=O)CCCn2cnc3ccccc3c2=O)cc1	-10	2	-11	-5	i	3	1.6	-5	-5	17
COc1cccc2c(Nc3ccccc3C)cc(C)nc12	-13	10	-3	1	i	0	0.7	-1	-3	-23
COC(=O)c1ccc(COc2ccccc2/C=N/NC(=O)c2cccnc2)cc1	14	1	4	1	-0.6	.	1.4	-6	-13	2
COCC(=O)Nc1sc2c(c1C(=O)OC)CCC(C)C2 (configuration not stated)	1	3	15	-4	.	-38	.	-5	0	0
COc1cccc(N2CCN(CC(=O)c3c[nH]c4ccc(OC)cc34)CC2C)c1 (configuration not stated)	-15	3	6	-2	-0.2	4	.	-1	5	-1
Cc1c(Cc2ccccc2)c(=O)oc2c(C)c(OC(C)C(=O)N[C@@H](Cc3ccccc3)C(=O)O)ccc12 (some centres not stated)	1	-4	1	4	-0.4	9	-1.1	-3	-2	0
Cc1cc(C)c(C(=O)COC(=O)c2ccc([N+](=O)[O-])o2)cc1C	-4	8	2	0	-1.2	12	-0.9	-11	-15	8
CCOc1ccc(CNC(=O)c2ccc3c(c2)N(CC)CCS3)cc1	26	2	-61	11	-0.2	0	0.6	2	3	13
Cc1ccc(CNc2oc(-c3cccs3)nc2C#N)cc1	0	2	-198	0	i	30	.	0	2	6
CC1CCCN(C(=O)c2cccc(S(=O)(=O)NCc3ccccc3)c2)C1 (configuration not stated)	9	-3	0	.	0.0	.	-2.1	.	5	.
CCCNS(=O)(=O)c1ccc(OCC(=O)N(C)Cc2ccccc2)cc1	11	12	-4	0	-0.6	6	1.1	-3	3	9
CC(C)CN(C(=O)CN(C)CC(=O)Nc1ccccc1C#N)c1c(N)n(CC(C)C)c(=O)[nH]c1=O	-1	7	12	.	i	-2	0.3	-1	1	.
COC(=O)CN(c1ccccn1)S(=O)(=O)c1ccccc1	1	-5	0	-6	i	-8	.	4	-7	11
Cc1cccc(-c2ocnc2C(=O)Nc2ccccc2C(=O)N2CCCC2)c1	18	-1	2	3	-4.4	-16	-0.6	0	-1	22
COc1ccccc1CNC(=O)COC(=O)c1cc(=O)c2ccccc2o1	-11	-2	-4	.	-0.8	-10	0.7	5	-4	.
COCOc1cc(O)c(C(=O)/C=C/c2ccccc2)c(OCOC)c1	32	-5	13	.	-0.5	-8	-4.5	-3	18	.
COc1ccc(C(=O)CN2C(=O)NC(C)(c3ccc(C)cc3)C2=O)cc1OC (configuration not stated)	4	3	6	1	i	-7	.	9	5	15
COC(=O)CCn1nc(-c2ccc(Cl)cc2)c2ccccc2c1=O	16	4	7	-3	2.1	0	-8.9	8	9	10
CC(C)(C)c1ccc(/C=C/C(=O)N2CCc3ccccc3C2)cc1	29	-1	1	0	i	-14	0.6	-14	-3	-1
COc1ccc(C2(C)NC(=O)NC2=O)cc1OC (configuration not stated)	-6	1	8	-1	-0.3	-8	1.3	4	2	1
COC(=O)n1ccc(C(=O)Nc2ccccc2F)n1	-2	6	-10	-1	-0.3	-9	.	3	-1	18
O=C(CCc1nnc(CCCc2ccccc2)o1)NCCN1CCOC1=O	-8	6	1	-3	-0.3	-9	0.2	5	-3	8
O=C(COC(=O)C1C2CC3OC(=O)C1C3C2)Nc1ccccc1 (configuration not stated)	-5	0	3	-1	i	8	1.0	-2	-5	15
CC1CC(NC(=O)c2c(O)nc3sccn3c2=O)CC(C)(C)C1 (configuration not stated)	18	2	-11	.	i	-6	0.0	0	-2	.
CCc1cc(=O)oc2cc(C)cc(OCC(=O)N[C@@H](CSCc3ccccc3)C(=O)O)c12	0	-18	-4	4	-0.5	6	0.2	-6	-1	16
Cc1ccc(-n2c(O)c(/C=N/NC(=O)c3ccncc3)c(=O)[nH]c2=O)cc1	0	-7	3	2	-0.2	.	-4.6	-27	-8	-4

Screening results deposited in PubChem BioAssay by several laboratories.
